# Assay outcomes: PubChem, several laboratories
# NOD1 inhibition: NOD1 signaling inhibitors, primary screen, cell-based, luminescence, uHTS (AID 1578) | NOD1-driven NF-kB luciferase reporter cells, luminescence; higher % means a stronger effect | inhibition, % at 4 µM; hits with a dose series show EC50 in µM | 1% of 290,000 active; in the data active means inhibition mostly above about 36%, no sharp cut-off; inactive means mostly below about 34%;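 further: HEK-293T reporter cells stimulated with the NOD1 agonist gamma-tri-DAP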
# GPR35 antagonists: GPR35 antagonists blocking zaprinast-driven arrestin recruitment, primary screen, imaging, U2OS, beta-arrestin-GFP, zaprinast agonist (AID 2058). 0.052% of 290,000 active. U2OS GPR35 beta-arrestin-GFP translocation imaging, zaprinast antagonism; higher % means a stronger effect. one-dose inhibition, % at 10 µM; IC50 in µM for titrated hits;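 active means inhibition of at least 50% with at least 30 cells and total cytoplasm GFP at most 10,000,000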
# KOR beta-arrestin-1: KOR antagonists, beta-arrestin recruitment, cell-based, luminescence, uHTS (AID 1778) | Kappa-type opioid receptor (Homo sapiens) | KOR beta-arrestin recruitment, luminescence, antagonist mode; higher % means a stronger effect | inhibition, % at 10 µM; hits with a dose series show IC50 in µM | 0.091% of 290,000 active; in the data active means inhibition above about 50%; further: strong numbers were not always called active
# MgcRacGAP inhibition: MgcRacGAP GTPase-activating activity inhibitors, confirmation, biochemical, ADP Hunter fluorescence; Rac GTPase-activating protein 1 (Homo sapiens); MgcRacGAP-stimulated Rac1 GTP hydrolysis, ADP Hunter fluorescence; higher % means a stronger effect; GST-tagged Rac1 F28L mutant substrate; inhibition, % at 30 µM; hits with a dose series show IC50 in µM; 0.6% of 340,000 active; AID 624330, 2012;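 active means first-screen hits whose inhibition reached a set limit at any dose in the follow-up dose series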;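 further: fluorescence reports GDP produced by GAP-driven GTP hydrolysis; strong numbers were not always called active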
# GPR55 beta-arrestin: GPR55 agonists via beta-arrestin recruitment, primary screen, imaging, U2OS cells, beta-arrestin-GFP redistribution (AID 1961); G-protein coupled receptor 55 (Homo sapiens); U2OS GPR55 beta-arrestin-GFP redistribution imaging; higher % means a stronger effect; activation, % at 10 µM, or EC50 in µM where a hit was titrated; 0.048% of 290,000 active;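 active means activation above 40% with more than 50 cells counted in the well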;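 further: U2OS osteosarcoma cells stably expressing GPR55 and beta-arrestin-GFP; plate controls were DMSO negative control for no effect and LPI positive control for full effect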
# NTR1 ag: agonists of NTR1, primary screen, imaging, U2OS cells, beta-arrestin-GFP, high content (AID 493036); 0.17% of 330,000 active; Neurotensin receptor type 1 (Homo sapiens), P30989; NTR1-U2OS beta-arrestin-GFP spot imaging, agonist mode; activation, % at 20 µM;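 active means activation at or above 40% of the spot to cytoplasm intensity ratio, with at least 20 cells analyzed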;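 further: 0% = DMSO without peptide and 100% = 100 nM NTR1 peptide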
# Target sequence (P30989 whole entry, looked up): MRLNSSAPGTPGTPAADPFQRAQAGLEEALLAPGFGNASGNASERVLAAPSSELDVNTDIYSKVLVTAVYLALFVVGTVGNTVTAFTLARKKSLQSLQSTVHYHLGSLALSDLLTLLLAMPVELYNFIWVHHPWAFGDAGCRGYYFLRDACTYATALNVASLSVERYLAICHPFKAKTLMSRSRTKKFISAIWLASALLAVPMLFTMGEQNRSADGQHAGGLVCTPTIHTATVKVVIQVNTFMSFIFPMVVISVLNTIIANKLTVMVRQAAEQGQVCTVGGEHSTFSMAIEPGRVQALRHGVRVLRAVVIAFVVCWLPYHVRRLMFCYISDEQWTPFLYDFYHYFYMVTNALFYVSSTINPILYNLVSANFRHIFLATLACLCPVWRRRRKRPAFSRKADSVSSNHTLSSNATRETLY
# KOR beta-arrestin-2: KOR agonists, beta-arrestin recruitment, primary screen, cell-based, luminescence, uHTS (AID 1777). KOR beta-arrestin recruitment, luminescence; higher % means a stronger effect. activation, % at 10 µM, or EC50 in µM where a hit was titrated. 0.02% of 280,000 active. Kappa-type opioid receptor (Homo sapiens); in the data active means activation above about 50%, passing the limit was not always enough; further: a part of the inactive calls stands beside numbers as strong as those of hits
# GPR55 antagonists: GPR55 antagonists blocking LPI-driven arrestin recruitment, primary screen, imaging, U2OS, beta-arrestin-GFP, LPI agonist (AID 2013); G-protein coupled receptor 55 (Homo sapiens); inhibition, % at 10 µM; hits with a dose series show IC50 in µM; U2OS GPR55 beta-arrestin-GFP translocation imaging, LPI antagonism; higher % means a stronger effect; 0.13% of 290,000 active;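 active means spots per cell inhibited over 60%, with over 100 cells counted and total cytoplasm intensity under 500,000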;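 further: U2OS cells stably carrying GPR55 and arrestin-GFP stimulated by 5 µM LPI near EC80; imaged beta-arrestin-GFP aggregate spots per cell after agonist stimulation; plate controls were LPI-stimulated DMSO wells for no effect and DMSO wells without LPI for full effect; some results filed as inactive read as strong as hits; confirmed hits need IC50 under 10 µM and bright autofluorescent wells are also inconclusive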
# K1F lysis inhibition: inhibition of K1F phage lysis, E. coli UTI89, bacterial capsule biogenesis inhibitors, alamar blue (AID 488966). 0.02% of 340,000 active. E. coli UTI89 K1F phage lysis, alamar blue, 2 h; higher % means a stronger effect. inhibition, % at 100 µM, or IC50 in µM where a hit was titrated;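 active means phage lysis inhibition, versus mean bacterial control, above a set limit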;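 further: capsule biogenesis inhibitors block K1F phage lysis so surviving cells raise fluorescence; higher fluorescence means more inhibition of phage lysis; actives were called in the ten point dose series up to 300 µM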
# NTR1 ag cell count 20 µM: second read-out of NTR1 ag, no call of its own (marks repeat the call); cell count; measured here: cell count, cytotoxicity flag
# Starred values were filed as active, the others as inactive; nt = no result given; [ ] = dose if it differs, or a comment. These rows are one share of the data; count on the stated rates, not on these rows.
compound | MgcRacGAP inhibition | NTR1 ag cell count 20 µM | KOR beta-arrestin-1 | NOD1 inhibition | GPR55 beta-arrestin | GPR55 antagonists | GPR35 antagonists | K1F lysis inhibition | KOR beta-arrestin-2 | NTR1 ag
C#CC(CC)(CC)NC(=O)c1ccc(Br)s1 | 0% | 62 | -12% | -18% | 0.2% | 4% | 9% | 0.4% | 2.8% | -0.9
O=C(Nc1ccccc1)NC1CCN(Cc2c(F)cccc2Cl)CC1 | 10% | 46 | 17% | -11% | -0.2% | 14% | 9% | 0.3% | 2.3% | 1.7
CCNC(=O)C(=O)NCCc1ccc(Cl)cc1 | 3% | 93 | -6% | 9% | -0.1% | 1% | 6% | 5.0% | -0.4% | -0.2
COc1cc(/C=C2/C(=O)NN(c3ccc(Cl)cc3)C2=O)ccc1OC(=O)c1ccco1 | 15% | 36 | -5% | -12% | 0.0% | 17% | 19% | 3.1% | -2.3% | 31
Cc1ccc(N2CCN(C(=O)c3cc(-c4ccc(F)cc4)[nH]c3C)CC2C)cc1 (stereo not given) | 6% | 96 | -29% | 3% | -0.3% | -9% | 1% | -2.1%[50 µM] | -2.4% | 20
COc1ccccc1CNC(=O)CCC(=O)N1CCOc2ccc(Cl)cc21 | 6% | 52 | 8%[20 µM] | -20% | 1.0% | 1% | 2% | 3.5% | -2.7% | -2.9
OCCC1CN(C/C=C/c2ccco2)CCN1Cc1ccccc1 (stereo not given) | -3% | 66 | 13% | -8% | -0.1% | 3% | 4% | 12% | 1.3% | 2.1
COCCNS(=O)(=O)c1ccc(F)c(OC)c1 | 4% | 84 | -28% | -10% | 0.1% | -2% | -3% | -0.8% | 0.3% | 0.5
O=C(CN1C(=O)c2ccccc2S1(=O)=O)c1ccccc1 | 8% | 65 | -8% | -2% | -0.1% | -3% | -5% | 0.6% | 1.2% | -0.6
Cc1ccc(NC2=C(NCCO)C(=O)c3ccccc3C2=O)cc1 | 0% | 53 | 12% | -12% | 0.1% | 27% | -7% | 0.7% | 0.0% | 0.1
CC(C)c1ccc(C2C(C(=O)c3ccco3)=C(O)C(=O)N2CC2CCCO2)cc1 (stereo not given) | 2% | 59 | 8% | -8% | 0.3% | -5% | 3% | 0.1% | -3.3% | -1.1
COc1ccc(C(=O)N2CCN(C(=O)c3ccc(-c4ccccc4)cc3)CC2)cc1OC | 6% | 48 | 2%[20 µM] | -16% | -0.1% | 12% | 5% | 0.4% | nt | 0.3
O=C(CC(=O)N/N=C\c1ccccc1)NCCc1ccccc1 | 13% | 64 | -4% | -10% | 0.3% | 5% | -8% | -0.1% | -2.6% | -0.2
CCCC(C)NC(=O)c1nc(-c2ccccc2)n(-c2ccccc2)n1 (stereo not given) | 0% | 49 | 4% | -6% | -0.1% | -10% | 2% | 7.3% | -3.8% | 0.0
COC(=O)c1cccc(C(=O)Nc2ccc(C)cc2Br)n1 | 13% | 70 | 16% | -4% | -0.1% | 13% | 4% | 2.8% | -4.6% | 2.5
CN(C)S(=O)(=O)c1ccc(NC(=O)c2cc(-c3cccs3)nc3ccccc23)cc1 | 3% | 45 | -17% | 41% | 0.1% | 10% | 5% | 0.6% | 14% | 2.6
CCC1NC(=S)N(C2CCCCC2)C1=O (stereo not given) | 4% | 64 | -3% | 15% | 0.0% | 0% | -6% | 6.7% | 3.3% | 0.5
Cc1cccn2c(=O)c3cc(C(N)=S)c(=N)n(CCCOC(C)C)c3nc12 | 17% | 85 | -2% | 21% | -0.2% | 18% | 2% | -0.3% | 0.4% | 4.3
CCN(CC)CCCN(Cc1cc2cc3c(cc2[nH]c1=O)OCCO3)C(=O)Nc1ccc(F)cc1 | 14% | 32 | 42% | -28% | -0.2% | -18% | 0% | 0.1% | 6.1% | -0.4
CC(C)n1cnnc1SCC(=O)Nc1cccc(S(=O)(=O)N(C)c2ccccc2)c1 | 3% | 83 | -3% | -4% | -0.1% | 7% | -10% | -0.1% | -1.4% | 0.6
CC(=O)Nc1ccc2c(c1)nc1n2CCN(C2CCCCC2)C1 | 6% | nt | nt | -27% | 0.4% | 14% | -2% | 0.4% | nt | nt
O=C(/C=C/c1ccc2c(c1)OCO2)Nc1nncs1 | nt | 52 | 18% | -3% | -0.1% | 5% | 0% | nt | -1.6% | -1.0
Cc1cccc(C)c1NC(=O)c1cnn(-c2ccccc2)c1C | 6% | 54 | -10% | 70% | -0.2% | -17% | -6% | 0.1% | -1.8% | 0.2
Cc1ccc(-c2nnn(CCOc3cccc(Br)c3)n2)cc1 | -4% | 49 | -22% | -10% | 0.7% | 11% | 10% | 1.3% | 3.7% | 1.0
COc1ccc(C(C)(C)NC(=O)C2CCC(=O)N(CCCN3CCCC3=O)C2)cc1 (stereo not given) | 4% | 71 | 5% | -38% | -0.2% | 11% | 6% | 0.2% | -6.0% | -1.0
Nc1c(-c2ccc(Cl)cc2)cnn1-c1cccc([N+](=O)[O-])c1 | 5% | 75 | -1% | -13% | -0.1% | 17% | 8% | -0.1% | 3.0% | 4.5
Cn1c(-c2ccc3c(c2)OCO3)cnc1NCc1ccccc1Cl | 72µM* | 32 | -17%[20 µM] | -49% | 0.2% | -2% | -2% | -0.3% | -3.2% | 3.0
CN(C)/C=C1\C(=O)N(c2ccc(Oc3ccccc3)cc2)CS1=O (stereo not given) | 6% | 70 | 15% | 46% | -0.3% | 8% | -1% | 1.0% | -0.6% | 0.4
Cn1c(SCC(=O)c2ccccc2)nnc1-c1cnccn1 | 17% | 18 | -7% | -30% | 0.3% | 18% | 15% | 0.2% | -0.8% | -3.9
O=C(NCc1ccco1)c1nn2c(C(F)(F)F)cc(-c3cccs3)nc2c1Cl | 4% | 35 | -32% | -9% | 29% | -6% | 1% | -0.2%[50 µM] | 0.9% | 3.7
CCN1CCCC1CNC(=O)C1c2cc(OC)c(OC)cc2C(=O)N(C)C1c1cccnc1 (stereo not given) | 2% | 75 | -10% | -19% | -0.1% | 25% | 14% | -0.1% | -0.8% | -1.1
CC(C)c1ccc(OCc2nnc(SCC(=O)N3CCCCC3)o2)cc1 | 7% | 49 | 7% | -35% | 0.3% | -2% | -4% | 0.2% | -4.4% | 0.6
CCCS(=O)(=O)N1CCN(C2Cc3ccccc3C2)CC1 | 180µM* | 49 | 16% | -4% | -0.1% | -4% | -1% | 0.3% | -0.4% | -0.3
CCCCCOc1ccc(C2C(C(C)=O)=C(C)Nc3ncnn32)cc1OC (stereo not given) | 13% | 47 | -34% | 8% | 0.4% | 3% | -5% | 0.4% | 2.1% | 1.1
COc1ccc(CNCC(O)(c2ccccc2)c2ccc(F)cc2)cc1OC (stereo not given) | 6% | 99 | -13% | 2% | 1.2% | 4% | -6% | -0.1% | -3.4% | 4.8
S=C(NCc1ccncc1)Nc1ccc(Cl)cc1 | 4% | 54 | 8% | 13% | 0.1% | -2% | -2% | 3.2% | 6.1% | 1.7
CCn1c(SCC(=O)OC)nnc1-c1ccc(C)cc1 | 16% | 73 | 30% | -2% | -0.1% | -1% | 6% | 0.1% | 0.1% | -1.7
CCOc1ccc(N(CC(=O)NCCCOC)S(C)(=O)=O)cc1 | 18% | 21 | 46% | 15% | -0.2% | 18% | 11% | 0.8% | 0.0% | 0.2
Cc1ccccc1Cn1ccc(NC(=O)c2cc3ncc(Br)cn3n2)n1 | 13% | 63 | -10% | -17% | -0.2% | 2% | -9% | 0.2% | -4.7% | 1.1
Cc1ccc(S(=O)(=O)CCSC(=N)N)cc1 | 9% | 91 | -10%[20 µM] | 18% | -0.1% | 2% | 4% | 0.0% | nt | 0.8
O=S(=O)(c1ccc2ccccc2c1)N1C=CC(C(F)(F)F)=NCC1 | 2% | 48 | -16% | 24% | -0.1% | -14% | -5% | 1.3% | 2.1% | -1.8
COc1ccc(CNC(=O)COC(=O)c2ccccc2OCC(=O)Nc2ccc(SC(F)F)cc2)cc1 | 2% | 56 | 27% | -5% | -0.3% | -1% | -1% | 0.4% | -4.7% | 1.6
CCOC(=O)c1c(-c2ccc(C)o2)csc1NC(=O)CSc1nnc(C)s1 | 7% | 44 | 20% | 11% | -0.1% | 12% | -2% | 4.4% | -2.6% | 1.2
CCc1ccc(NC(=O)C2CCC(CNC(=O)[C@@H]3Cc4ccccc4CN3)CC2)cc1 (stereo not given in full) | 10% | 52 | 11% | -1% | -0.3% | 9% | -6% | 0.5% | -0.2% | 2.1
Cc1nc2cc(NS(=O)(=O)c3ccc(Br)cc3)ccc2n1C | 10% | 40 | -35%[20 µM] | 37% | -0.1% | 9% | -2% | 0.2% | nt | -1.0
O=C(NCc1cccs1)c1noc2c1CCCC2 | 10% | 81 | -8% | nt | -0.1% | 9% | 3% | 2.1% | 0.3% | -1.6
Cc1ccc(C)n1Cc1ccccc1Cl | -1% | 45 | 28% | -24% | -0.2% | -18% | -9% | 0.8% | -5.4% | 1.1
COC(=O)Cc1sc(-c2ccccn2)nc1-c1ccccc1 | 13% | 81 | -5% | -48% | 0.1% | 2% | 5% | 2.3% | -4.8% | 1.0
CN(c1ccccc1)S(=O)(=O)c1cccc(Cl)c1Cl | 14% | 67 | 28% | -2% | -0.1% | -8% | 10% | 0.1% | 0.6% | 1.3
O=C(Cc1cccc2ccccc12)NNC(=O)Nc1ccc(Cl)cc1 | nt | 54 | 16% | -9% | 0.8% | 1% | -3% | nt | 3.0% | 4.7
CC1CCN(c2ccc(C(=O)NCc3ccco3)cc2[N+](=O)[O-])CC1 | 8% | 43 | 30% | -6% | 0.0% | 18% | 2% | 2.4% | -1.7% | 2.5
